Assay outcomes as filed in PubChem.
Rab2A wt mod = changes GTP binding to wildtype dog Rab2A, up or down | hit rate 0.19% among 190,000 | GTP binding activity, % at 10 µM | GST-Rab2 wt beads, Bodipy-GTP binding, flow cytometry | P61105;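 active = GTP binding activity at least 20 points away from 100%, either lowered or raised; inconclusive = signal likely due to the compound's own green fluorescence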;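 note: 0% = beads with excess unlabeled GTP and 100% = no-compound control corrected for plate trend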
Rac1 wt GTP bind = human Rac1 wildtype GTP binding, inhibitors and activators | GST-Rac1 beads, fluorescent GTP binding, flow cytometry; actives lie on both sides; 0 = cold GTP competed, 100 = untreated | GTP binding activity (% of control), % at 10 µM | hit rate 0.27% among 190,000;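 active = GTP binding activity at least 20 points away from the 100% control level, either lower or higher; inconclusive = compound flagged as likely green fluorescent, judged across all proteins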
ABCG2 block = blocks JC-1 efflux by human ABCG2 transporter. inhibition, % at 6.6 µM. AID 1325. IgMXP3 cells, flow cytometry. hit rate 0.1% among 190,000. Q9UNQ0;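 active = inhibition above 80%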;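 note: 0% = DMSO and 100% = nicardipine control wells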
Target sequence (Q9UNQ0 whole entry, looked up): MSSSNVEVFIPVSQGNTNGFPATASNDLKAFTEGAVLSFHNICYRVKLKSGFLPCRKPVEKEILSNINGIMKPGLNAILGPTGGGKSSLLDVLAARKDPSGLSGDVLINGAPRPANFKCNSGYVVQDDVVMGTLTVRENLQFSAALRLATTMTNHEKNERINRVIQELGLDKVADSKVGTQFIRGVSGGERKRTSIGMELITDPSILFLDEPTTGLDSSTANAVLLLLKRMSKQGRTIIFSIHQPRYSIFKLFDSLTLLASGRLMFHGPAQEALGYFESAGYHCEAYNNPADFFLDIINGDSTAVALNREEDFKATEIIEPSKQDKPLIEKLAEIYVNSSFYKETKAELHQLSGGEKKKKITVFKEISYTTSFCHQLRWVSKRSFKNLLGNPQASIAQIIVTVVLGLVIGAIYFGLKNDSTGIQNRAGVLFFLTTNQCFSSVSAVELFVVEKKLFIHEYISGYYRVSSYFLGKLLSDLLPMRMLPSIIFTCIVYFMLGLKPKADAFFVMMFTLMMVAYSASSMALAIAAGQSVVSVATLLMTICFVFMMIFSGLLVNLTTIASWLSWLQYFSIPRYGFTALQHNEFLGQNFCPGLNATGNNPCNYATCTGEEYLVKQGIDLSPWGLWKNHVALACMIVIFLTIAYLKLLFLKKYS
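Test system: ABCG2 IgMXP3 and barcoded ABCB1 CCRF-Adr cell mix; Schedule: cells with compound and JC-1, 10 min at 25 °C, rotating, no wash; Technique: flow cytometry of retained JC-1 fluorescence; Measure: % inhibition of efflux relative to nicardipine and DMSO; Controls: nicardipine high and DMSO low controls.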
ABCB1 inh = human ABCB1 inhibition, ABCG2 as counter-screen | P08183 | CCRF-Adr cells, JC-1 efflux, flow cytometry | inhibition, % at 6.6 µM | hit rate 0.067% among 190,000 | AID 1326; in the data active = inhibition above about 40%;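 note: 0% = vehicle and 100% = reference inhibitor; higher value means more JC-1 retained so stronger ABCB1 efflux block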
Pf gamet viab = inhibitors of late stage P. falciparum gametocyte viability; AID 743093; hit rate 0.065% among 150,000; inhibition, % at 10.9 µM; P. falciparum stage V gametocytes, ATP luminescence, 24 h;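 active = inhibition above the mean plus 3 SD of compounds within the control limits, set per campaign, cut at about 38% in these data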;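 note: 0% = DMSO wells and 100% = medium only without gametocytes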
Cdc42 wt = human Cdc42 wildtype GTP binding change, either direction. P60953. GST-Cdc42 beads, Bodipy-GTP binding, flow cytometry; actives lie on both sides. percent activity (GTP binding), % at 10 µM. hit rate 0.2% among 190,000;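 active = percent activity GTP binding at least 20 points away from the 100% baseline, either down as inhibitor or up as activator; inconclusive = compound flagged as likely green fluorescent from well-wide comparison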;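 note: median bead fluorescence of bound Bodipy-FL-GTP at 100 nM; 0% = excess unlabeled GTP control and 100% = no compound control; below 100% means less GTP binding so inhibitor and above means activator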
Target sequence (P60953 whole entry, looked up): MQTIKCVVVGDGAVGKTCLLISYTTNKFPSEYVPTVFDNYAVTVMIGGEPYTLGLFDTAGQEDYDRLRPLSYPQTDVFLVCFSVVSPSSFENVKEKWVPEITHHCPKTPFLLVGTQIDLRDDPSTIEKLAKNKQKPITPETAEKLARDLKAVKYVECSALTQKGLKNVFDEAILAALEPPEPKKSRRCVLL
GSH fluor = compound fluoresces at 488/530 nm on GSH beads. GSH beads flow cytometry, compound fluorescence 488/530 nm; stronger effect = higher value. fluorescence (KMESF) at 10 µM. hit rate 0.25% among 190,000. AID 1776; in the data active = fluorescence above about 89;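 note: glutathione beads carrying GST-tagged Bcl family fusion proteins plus one bare bead set; values are compound well signal with DMSO vehicle wells as background; inactives centre near 16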
Avidin bead fluor = avidin bead compound fluorescence profile | Avidin beads, compound fluorescence 488/530 nm, flow cytometry; stronger effect = higher value | fluorescence (KMESF) at 10 µM | hit rate 0.38% among 220,000 | AID 1775; in the data active = fluorescence above about 47; note: inactives centre near 10
Rac1 act GTP bind = alters GTP binding to activated mutant human Rac1; P63000; GST-Rac1 activated beads, fluorescent GTP binding, flow cytometry; actives lie on both sides; 100% means binding = to untreated wells; percent activity (GTP binding), % at 10 µM; hit rate 0.11% among 190,000; AID 764;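 active = GTP binding at least 20 percentage points away from the 100% baseline, in either direction, so actives lie on both sides; inconclusive = Compound likely fluorescent itself, or too few beads counted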
HRas wt GTP = modulators of GTP binding to human HRas wildtype; hit rate 0.14% among 190,000; GTP binding activity, % at 10 µM; AID 759; GST-Ras wt beads, Bodipy-FL-GTP binding, flow cytometry; actives lie on both sides;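 active = GTP binding activity at least 20% away from the 100% baseline, either lowered as inhibitor or raised as activator; inconclusive = flagged as likely green fluorescent, judged across all proteins in the well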;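 note: 0% = unlabeled GTP competition control and 100% = no-compound control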
Target sequence (P01112 whole entry, looked up): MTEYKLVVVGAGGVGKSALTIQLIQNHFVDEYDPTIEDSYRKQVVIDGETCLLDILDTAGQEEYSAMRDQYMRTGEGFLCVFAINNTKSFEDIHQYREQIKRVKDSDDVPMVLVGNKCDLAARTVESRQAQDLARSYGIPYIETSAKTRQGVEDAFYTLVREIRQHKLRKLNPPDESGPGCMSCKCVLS
Rab7 wt modul = modulators of GTP binding to dog Rab7 wildtype GTPase; AID 758; GTP binding activity (percent of control), % at 10 µM; hit rate 0.055% among 190,000; GST-Rab7 beads, fluorescent GTP binding, flow cytometry; actives lie on both sides; untreated = 100%, excess cold GTP = 0%;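 active = fluorescent GTP binding to Rab7 beads changed by at least 20 points from the 100% baseline, either direction, mostly lower; inconclusive = compound itself probably fluorescent, or too few beads counted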;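 note: median green fluorescence of bound Bodipy-FL-GTP per Rab7 bead population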
* marks the source's active call; other numbers are inactive results.

How did O=C(C[n+]1cccc(CNC(=O)c2ccc(OC(F)F)cc2)c1)Nc1ccc(F)cc1 do in these assays?
Rab2A wt mod: 97; Rac1 wt GTP bind: 104; ABCG2 block: 1; ABCB1 inh: 0.7; Pf gamet viab: 16; Cdc42 wt: 97; GSH fluor: 18; Avidin bead fluor: 1; Rac1 act GTP bind: 100; HRas wt GTP: 102; Rab7 wt modul: 100

Results for CCC(C)(C)n1nnnc1CN1CCC(NC(=O)c2ccc(Br)cc2)CC1 ?
Rab2A wt mod: 100; Rac1 wt GTP bind: 108; ABCG2 block: 3; ABCB1 inh: 0.8; Pf gamet viab: -38; Cdc42 wt: 100; GSH fluor: 23; Avidin bead fluor: 6; Rac1 act GTP bind: 99; HRas wt GTP: 101; Rab7 wt modul: 101

Results for COc1ccccc1N(C)S(=O)(=O)c1ccc(C(=O)OCC(=O)NCC(F)(F)F)cc1 ?
Rab2A wt mod: 100; Rac1 wt GTP bind: 100; ABCG2 block: 8; ABCB1 inh: 0.6; Cdc42 wt: 99; GSH fluor: 15; Avidin bead fluor: 10; Rac1 act GTP bind: 94; HRas wt GTP: 99; Rab7 wt modul: 101

What do the screens show for `Cn1cc(C(=O)c2ccccc2)cc1-c1nc2ccccc2n1C`?
Rab2A wt mod: 106; Rac1 wt GTP bind: 105; ABCG2 block: 3; ABCB1 inh: 0.7; Pf gamet viab: 5; Cdc42 wt: 106; GSH fluor: 22; Avidin bead fluor: 11; Rac1 act GTP bind: 103; HRas wt GTP: 105; Rab7 wt modul: 100

Results for CS(=O)(=O)N1N=C(c2ccc(Br)cc2)CC1c1cccs1 (stereo not drawn) ?
Rab2A wt mod: 98; Rac1 wt GTP bind: 98; ABCG2 block: 2; ABCB1 inh: 0.6; Cdc42 wt: 103; GSH fluor: 6; Avidin bead fluor: 18; Rac1 act GTP bind: 97; HRas wt GTP: 98; Rab7 wt modul: 96

What do the screens show for `O=C(O)c1ccc2c(c1)C(=O)N(C(Cc1ccccc1)C(=O)O)C2=O` (stereo not drawn)?
Rab2A wt mod: 103; Rac1 wt GTP bind: 106; ABCG2 block: 0; ABCB1 inh: 0.3; Cdc42 wt: 105; GSH fluor: 45; Avidin bead fluor: 6; Rac1 act GTP bind: 98; HRas wt GTP: 103; Rab7 wt modul: 101

What do the screens show for `N#CCCN(CCC#N)c1nncs1`?
Rab2A wt mod: inconclusive; Rac1 wt GTP bind: inconclusive; ABCG2 block: 3; ABCB1 inh: 0.7; Cdc42 wt: inconclusive; GSH fluor: 25; Avidin bead fluor: 6; Rac1 act GTP bind: inconclusive; HRas wt GTP: inconclusive; Rab7 wt modul: inconclusive

What do the screens show for `CCCCN1CCc2c1nc1ccc(Br)cc1c2N`?
Rab2A wt mod: 100; Rac1 wt GTP bind: 102; ABCG2 block: 61; ABCB1 inh: 0.6; Cdc42 wt: 100; GSH fluor: 31; Avidin bead fluor: 12; Rac1 act GTP bind: 99; HRas wt GTP: 100; Rab7 wt modul: 100

Results for Cc1cc(C)c(C#N)c(SCCS(=O)(=O)c2ccc(C(C)(C)C)cc2)n1 ?
Rab2A wt mod: 93; Rac1 wt GTP bind: 92; ABCG2 block: 6; ABCB1 inh: 1.1; Pf gamet viab: -28; Cdc42 wt: 92; GSH fluor: 30; Rac1 act GTP bind: 92; HRas wt GTP: 93; Rab7 wt modul: 94

Results for Oc1ccc(Br)cc1-c1cc(-c2ccc(Cl)cc2)n[nH]1 ?
Rab2A wt mod: 101; Rac1 wt GTP bind: 106; ABCG2 block: 3; ABCB1 inh: 0.1; Cdc42 wt: 103; GSH fluor: 12; Avidin bead fluor: 11; Rac1 act GTP bind: 101; HRas wt GTP: 101; Rab7 wt modul: 98

What do the screens show for `CCC(=O)Nc1ccc(N2CCCCC2)c(C(=O)Nc2ccccc2C)c1`?
Rab2A wt mod: 103; Rac1 wt GTP bind: 108; ABCG2 block: 4; ABCB1 inh: 0.9; Pf gamet viab: -15; Cdc42 wt: 99; GSH fluor: 11; Avidin bead fluor: 9; Rac1 act GTP bind: 101; HRas wt GTP: 101; Rab7 wt modul: 97

How did Cc1cccc(C(=O)NC2C(=O)NNC2c2ccc(Cl)cc2)c1 (stereo not drawn) do in these assays?
Rab2A wt mod: inconclusive; Rac1 wt GTP bind: inconclusive; ABCG2 block: 0; ABCB1 inh: 0.2; Pf gamet viab: 10; Cdc42 wt: inconclusive; GSH fluor: 13; Avidin bead fluor: 10; Rac1 act GTP bind: inconclusive; HRas wt GTP: inconclusive; Rab7 wt modul: inconclusive

What do the screens show for `Cc1ccc(S(=O)(=O)n2cnc3cc([N+](=O)[O-])ccc32)cc1C`?
Rab2A wt mod: 99; Rac1 wt GTP bind: 99; ABCG2 block: 3; ABCB1 inh: 0.4; Pf gamet viab: -20; Cdc42 wt: 100; GSH fluor: 27; Avidin bead fluor: 11; Rac1 act GTP bind: 99; HRas wt GTP: 100; Rab7 wt modul: 97

What do the screens show for `Cc1ccc(S(=O)(=O)/N=S(\C)C(C)C)cc1` (stereo not drawn)?
Rab2A wt mod: 99; Rac1 wt GTP bind: 103; ABCG2 block: 9; ABCB1 inh: 1.3; Cdc42 wt: 102; GSH fluor: 20; Avidin bead fluor: 14; Rac1 act GTP bind: 97; HRas wt GTP: 98; Rab7 wt modul: 94

Results for COc1ccc(NC(=O)CN2C(=O)C(C)Oc3ccccc32)cc1 (stereo not drawn) ?
Rab2A wt mod: 100; Rac1 wt GTP bind: 103; ABCG2 block: -1; ABCB1 inh: -0.1; Cdc42 wt: 101; GSH fluor: 21; Avidin bead fluor: 35; Rac1 act GTP bind: 99; HRas wt GTP: 98; Rab7 wt modul: 100

Results for COc1ccc(C(=O)OC(C(=O)c2ccccc2)c2ccccc2)cc1 (stereo not drawn) ?
Rab2A wt mod: 101; Rac1 wt GTP bind: 106; ABCG2 block: 24; ABCB1 inh: 0.6; Cdc42 wt: 103; GSH fluor: 23; Avidin bead fluor: 11; Rac1 act GTP bind: 96; HRas wt GTP: 101; Rab7 wt modul: 99

What do the screens show for `CCOc1ccc(N(CC(=O)NC2CCCCCC2)S(=O)(=O)c2c(C)[nH]c(=O)[nH]c2=O)cc1`?
Rab2A wt mod: 96; Rac1 wt GTP bind: 98; ABCG2 block: 0; ABCB1 inh: 0.1; Cdc42 wt: 98; GSH fluor: 25; Avidin bead fluor: 7; Rac1 act GTP bind: 96; HRas wt GTP: 97; Rab7 wt modul: 98

What do the screens show for `CC[n+]1ccccc1/C=C/Nc1ccccc1`?
Rab2A wt mod: 96; Rac1 wt GTP bind: 95; ABCG2 block: 1; ABCB1 inh: 0.4; Pf gamet viab: 0; Cdc42 wt: 97; GSH fluor: 23; Avidin bead fluor: 17; Rac1 act GTP bind: 97; HRas wt GTP: 94; Rab7 wt modul: 94

How did CC(=O)Oc1ccc2c(C)c(CC(C)O)c(=O)oc2c1 (stereo not drawn) do in these assays?
Rab2A wt mod: 97; Rac1 wt GTP bind: 99; ABCG2 block: 1; ABCB1 inh: 0.2; Cdc42 wt: 99; GSH fluor: 43; Avidin bead fluor: 36; Rac1 act GTP bind: 97; HRas wt GTP: 99; Rab7 wt modul: 102

Results for O=C(CN1C(=O)C2CC=CCC2C1=O)Nc1ccc(S(=O)(=O)NC2=NCCCCC2)cc1 (stereo not drawn) ?
Rab2A wt mod: 105; Rac1 wt GTP bind: 100; ABCG2 block: 3; ABCB1 inh: 1.1; Cdc42 wt: 106; GSH fluor: 65; Avidin bead fluor: 14; Rac1 act GTP bind: 100; HRas wt GTP: 106; Rab7 wt modul: 96

2 records picked at random from the list so far:
How did Cc1cccc(C(=O)NC2C(=O)NNC2c2ccc(Cl)cc2)c1 (stereo not drawn) do in these assays?
Rab2A wt mod: inconclusive; Rac1 wt GTP bind: inconclusive; ABCG2 block: 0; ABCB1 inh: 0.2; Pf gamet viab: 10; Cdc42 wt: inconclusive; GSH fluor: 13; Avidin bead fluor: 10; Rac1 act GTP bind: inconclusive; HRas wt GTP: inconclusive; Rab7 wt modul: inconclusive

Results for Cc1cc(C)c(C#N)c(SCCS(=O)(=O)c2ccc(C(C)(C)C)cc2)n1 ?
Rab2A wt mod: 93; Rac1 wt GTP bind: 92; ABCG2 block: 6; ABCB1 inh: 1.1; Pf gamet viab: -28; Cdc42 wt: 92; GSH fluor: 30; Rac1 act GTP bind: 92; HRas wt GTP: 93; Rab7 wt modul: 94

Next part
Results for CCOC(=O)NC(=O)COC(=O)c1ccc(O)cc1 ?
Rab2A wt mod: 95; Rac1 wt GTP bind: 101; ABCG2 block: 8; ABCB1 inh: 1.5; Pf gamet viab: 0; Cdc42 wt: 95; GSH fluor: 15; Avidin bead fluor: 8; Rac1 act GTP bind: 97; HRas wt GTP: 97; Rab7 wt modul: 97

What do the screens show for `Cc1ccc(S(=O)(=O)/N=C(\N)Nc2nc(C)c3ccc(C)cc3n2)cc1`?
Rab2A wt mod: 90; Rac1 wt GTP bind: 94; ABCG2 block: 30; ABCB1 inh: 2.8; Pf gamet viab: 29; Cdc42 wt: 96; GSH fluor: 33; Avidin bead fluor: 14; Rac1 act GTP bind: 95; HRas wt GTP: 93; Rab7 wt modul: 94

What do the screens show for `CN(c1ccc(C(=O)O)cc1)S(=O)(=O)c1ccccc1`?
Rab2A wt mod: 97; Rac1 wt GTP bind: 101; ABCG2 block: 2; ABCB1 inh: 0.6; Cdc42 wt: 101; GSH fluor: 9; Avidin bead fluor: 13; Rac1 act GTP bind: 98; HRas wt GTP: 98; Rab7 wt modul: 92

Results for CCn1nc(C)c(Br)c1Nc1ccc(Br)cc1 ?
Rab2A wt mod: 91; Rac1 wt GTP bind: 91; ABCG2 block: 0; ABCB1 inh: 4.0; Pf gamet viab: 13; Cdc42 wt: 90; GSH fluor: 11; Avidin bead fluor: 10; Rac1 act GTP bind: 88; HRas wt GTP: 91; Rab7 wt modul: 102

What do the screens show for `O=C(Nc1ccc(F)cc1)N(Cc1ccco1)Cc1cc2cc3c(cc2[nH]c1=O)OCO3`?
Rab2A wt mod: 98; Rac1 wt GTP bind: 99; ABCG2 block: -4; ABCB1 inh: -0.3; Cdc42 wt: 97; GSH fluor: 15; Avidin bead fluor: 5; Rac1 act GTP bind: 96; HRas wt GTP: 98; Rab7 wt modul: 99

Hits appear at their usual frequency; any-hit rate near 1.1%.
